human PMI inhibition: inhibitors of human PMI, primary screen, biochemical, fluorescence intensity, coupled assay (AID 1209); purified PMI enzyme, coupled fluorescence intensity; higher % means a stronger effect; inhibition, % at 20 µM, or IC50 in µM where a hit was titrated; 0.42% of 190,000 active;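 also: plate controls were DMSO vehicle for no effect and wells lacking substrate for full effect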
human PMI inhibitors: human PMI inhibitors, high substrate, primary screen, biochemical, fluorescence intensity, high mannose 6-phosphate (AID 1220); recombinant PMI enzyme, coupled fluorescence intensity; higher % means a stronger effect; 0.66% of 190,000 active; inhibition, % at 20 µM, or IC50 in µM where a hit was titrated
XIAP antagonists: XIAP antagonists, biochemical, IAP family, fluorescence polarization (AID 1018) | XIAP BIR domain, fluorescence polarization peptide displacement; higher % means a stronger effect | displacement, % at 20 µM; hits with a dose series show IC50 in µM | 0.007% of 200,000 active; in the data active = displacement above about 50%; also: a part of the inactive calls stands beside numbers as strong as those of hits
SIAH1 antagonists: Siah-1 peptide-binding antagonists, primary screen, biochemical, fluorescence polarization, rhodamine-plectin, uHTS (AID 1817) | Siah-1 / rhodamine-plectin peptide fluorescence polarization; higher % means a stronger effect | 0.02% of 290,000 active | one-dose displacement, % at 20 µM; IC50 in µM for titrated hits;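 active = displacement of at least 50% at 20 µM, with a fluorescence ratio check between 0.3 and a set limit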;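 also: plate controls were Siah plus tracer with DMSO for no effect and tracer alone without Siah for full effect; strong numbers were not always called active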
Myeloid diff 2: promotes myeloid progenitor differentiation; 1% of 360,000 active; AID 624256; calls only at 10 µM; ER-HoxA9 myeloid progenitors, lysozyme-GFP differentiation, flow cytometry;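 active = normalized GFP-positive differentiation at or above the plate's own cutoff, the solvent-only control mean plus 3 SD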;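 also: cells exposed to compound for four days before flow analysis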
TNAP activation fold: stimulation of alkaline phosphatase TNAP activity – biochemical, luminescent, no phosphate acceptor, uHTS, primary screen (AID 1001) | purified TNAP, luminescent activation assay, no phosphate acceptor; higher activation fold means a stronger effect | one-dose activation fold at 20 µM; EC50 in µM for titrated hits | 0.03% of 200,000 active; in the data active = activation fold from about 3, or a potency from the dose series; inactive = the rest, 99 in 100 with activation fold below about 1.6; also: many of its hits are not listed in these tables
WT yeast gro inh: growth inhibition of WT yeast, mitochondrial fusion screen; mitochondrial fusion phenotypic screen, WT strain; inhibition, % at 10 µM; 2.1% of 190,000 active; AID 1362; in the data active = inhibition above about 58%; tested in S. cerevisiae
RSV CPE inhibition: inhibition of RSV-induced cytopathic effect – HEp-2 cells, primary 10 µM value included (AID 2391); HEp-2 cells, RSV-induced CPE inhibition; higher % means a stronger effect; CPE inhibition, % at 10 µM, or IC50 in µM where a hit was titrated; 0.13% of 310,000 active; in the data active = a potency from the dose series; also: strong numbers were not always called active
PhoP inhibition: PhoP-dependent GFP reporter repression – Salmonella Typhimurium, primary screen (AID 1863); S. Typhimurium PhoP-regulated promoter GFP reporter, 4 h; higher % means a stronger effect; one-dose inhibition, % at 50 µM; IC50 in µM for titrated hits; 0.16% of 300,000 active;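 active = inhibition over 29.93%, a cutoff 3 SD above the screen mean, later confirmed by dose response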;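 also: 0% = low Mg2+ inducing control and 100% = high Mg2+ repressing control; strong numbers were not always called active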
WT yeast gro inh mutant strain: second read-out of WT yeast gro inh, no call of its own (marks repeat the call); inhibition, %; mitochondrial fusion phenotypic screen, mutant strain inhibition
Myeloid diff 2 GFP+ MAC1+ %: recorded beside Myeloid diff 2, whose call it bears; GFP+ MAC1+ double positive, %; measured here: differentiation confirmed by MAC1 staining
* hit, by the source's call. Rule as the data show it, unless noted: active = inhibition above about 50%; inactive = the rest. An unsorted share of the library; 3.1% or so of the library scored in one or more.

`COc1ccc(/C=N/NC(=O)CN(Cc2ccccc2)S(=O)(=O)c2ccc3c(c2)OCCO3)cc1` gave human PMI inhibition 16%, human PMI inhibitors 5%, XIAP antagonists -12%, SIAH1 antagonists -4%, Myeloid diff 2 inactive, TNAP activation fold 1.1, WT yeast gro inh -6, RSV CPE inhibition 4.8%, PhoP inhibition 1%, WT yeast gro inh mutant strain 7 and Myeloid diff 2 GFP+ MAC1+ % 0.3.
For Cc1cccnc1NC(=O)Nc1cccs1 the results were human PMI inhibition -4%, human PMI inhibitors 2%, XIAP antagonists -3.3%, SIAH1 antagonists 3%, Myeloid diff 2 inactive, TNAP activation fold 1.1, WT yeast gro inh 13, RSV CPE inhibition 4.7%, PhoP inhibition 2%, WT yeast gro inh mutant strain 14 and Myeloid diff 2 GFP+ MAC1+ % 0.9.
Screening CCC(=O)NC(C)C(c1cccs1)N1CCN(c2ccccc2)CC1 (stereo unspecified) returned human PMI inhibition 8%, human PMI inhibitors 5%, XIAP antagonists 0.2%, SIAH1 antagonists 4%, Myeloid diff 2 inactive, TNAP activation fold 1.1, WT yeast gro inh -3, RSV CPE inhibition 1.2%, PhoP inhibition 3%, WT yeast gro inh mutant strain 1 and Myeloid diff 2 GFP+ MAC1+ % 0.2.
`COc1cc(C2CC(=O)c3c(O)cc(O)cc3O2)ccc1O` (stereo unspecified) gave human PMI inhibition 13%, human PMI inhibitors 16%, XIAP antagonists -5.3%, SIAH1 antagonists 1%, Myeloid diff 2 inactive, TNAP activation fold 1, WT yeast gro inh 9, RSV CPE inhibition 0.8%, PhoP inhibition -10%, WT yeast gro inh mutant strain 2 and Myeloid diff 2 GFP+ MAC1+ % 1.6.
`CCC(=O)Nc1nc2c(OC)ccc(OC)c2s1` gave human PMI inhibition 2%, human PMI inhibitors 0%, XIAP antagonists -3.3%, SIAH1 antagonists -2%, Myeloid diff 2 inactive, TNAP activation fold 1.1, WT yeast gro inh 3, RSV CPE inhibition 1.3%, PhoP inhibition -5%, WT yeast gro inh mutant strain 11 and Myeloid diff 2 GFP+ MAC1+ % 2.5.
`Cc1cc(C(F)(F)F)nn1CC(=O)N1CCCCC1C` (stereo unspecified) gave human PMI inhibition -4%, human PMI inhibitors -8%, XIAP antagonists 4.3%, SIAH1 antagonists 0%, Myeloid diff 2 inactive, TNAP activation fold 1.1, WT yeast gro inh -16, RSV CPE inhibition 0.1%, PhoP inhibition -4%, WT yeast gro inh mutant strain 7 and Myeloid diff 2 GFP+ MAC1+ % 0.6.
For Cc1ccc(NC(=O)c2c3c(nc4ccccc24)CCC3)cc1 the results were human PMI inhibition -21%, human PMI inhibitors -4%, XIAP antagonists 2.2%, SIAH1 antagonists -6%, Myeloid diff 2 inactive, TNAP activation fold 0.8, WT yeast gro inh 5, RSV CPE inhibition 0.1%, PhoP inhibition -1%, WT yeast gro inh mutant strain -8 and Myeloid diff 2 GFP+ MAC1+ % 0.3.
For CC(=O)N1CCc2cc(S(=O)(=O)NC(CC(C)C)C(=O)Nc3ccc4c(c3)OCCO4)ccc21 (stereo unspecified) the results were human PMI inhibition 5%, human PMI inhibitors 3%, XIAP antagonists 1.6%, SIAH1 antagonists -2%, Myeloid diff 2 inactive, TNAP activation fold 1.1, WT yeast gro inh -3, RSV CPE inhibition 1.4%, PhoP inhibition -2%, WT yeast gro inh mutant strain -7 and Myeloid diff 2 GFP+ MAC1+ % 1.3.
Screening CCCn1nnc(NC(=O)c2ccc(Br)o2)n1 returned human PMI inhibition 3%, human PMI inhibitors 0%, XIAP antagonists -6.8%, SIAH1 antagonists 6%, Myeloid diff 2 inactive, TNAP activation fold 1, WT yeast gro inh -10, RSV CPE inhibition 2.1%, PhoP inhibition 33%, WT yeast gro inh mutant strain -2 and Myeloid diff 2 GFP+ MAC1+ % 0.2.
`COCCCNC(=O)Cn1nnc(-c2ccc(NC(=O)c3cccnc3)cc2)n1` gave human PMI inhibition -3%, human PMI inhibitors -8%, XIAP antagonists -1.2%, SIAH1 antagonists 4%, TNAP activation fold 1.1, WT yeast gro inh -13, RSV CPE inhibition -1.1%, PhoP inhibition 1% and WT yeast gro inh mutant strain 18.
COc1ccc(-n2c(SCC(=O)Nc3cc(C)on3)nc3c(c2=O)SCC3)cc1 was read as human PMI inhibition 4%, human PMI inhibitors 3%, SIAH1 antagonists 3%, Myeloid diff 2 inactive, TNAP activation fold 1.1, WT yeast gro inh 14, RSV CPE inhibition 2.7%, PhoP inhibition 5%, WT yeast gro inh mutant strain 6 and Myeloid diff 2 GFP+ MAC1+ % 4.4.
COC(=O)c1ccccc1NC(=O)c1ccc(-c2cccc(Cl)c2)o1 was read as human PMI inhibition 9%, human PMI inhibitors 7%, XIAP antagonists -3.8%, SIAH1 antagonists -1%, Myeloid diff 2 inactive, TNAP activation fold 1, WT yeast gro inh 9, RSV CPE inhibition -1.0%, PhoP inhibition 0%, WT yeast gro inh mutant strain 10 and Myeloid diff 2 GFP+ MAC1+ % 0.6.
Screening Cc1ccc(C(=O)O)cc1-c1ccc(C=C2C(=O)c3ccccc3C2=O)o1 returned human PMI inhibition -34%, human PMI inhibitors -26%, XIAP antagonists -8.3%, SIAH1 antagonists -5%, Myeloid diff 2 inactive, TNAP activation fold 0.7, WT yeast gro inh -12, RSV CPE inhibition 0.1%, PhoP inhibition -10%, WT yeast gro inh mutant strain -4 and Myeloid diff 2 GFP+ MAC1+ % 0.3.
For OCCN1CCOCCN(CCO)CCN(CCO)CC1 the results were human PMI inhibition -2%, human PMI inhibitors -3%, XIAP antagonists -2.8%, SIAH1 antagonists -4%, Myeloid diff 2 inactive, TNAP activation fold 1.8, WT yeast gro inh 13, RSV CPE inhibition 0.9%, PhoP inhibition 7%, WT yeast gro inh mutant strain 23 and Myeloid diff 2 GFP+ MAC1+ % 4.1.
O=C(c1cnn2cccnc12)N1CCN(Cc2ccc3c(c2)OCO3)CC1 was read as human PMI inhibition 12%, human PMI inhibitors 10%, XIAP antagonists 2.6%, SIAH1 antagonists 2%, Myeloid diff 2 inactive, TNAP activation fold 1.1, WT yeast gro inh 4, RSV CPE inhibition 1.8%, PhoP inhibition 13%, WT yeast gro inh mutant strain -24 and Myeloid diff 2 GFP+ MAC1+ % 0.4.
`CC1=C/C(=N\NC(=S)NCCc2ccccc2)CC(C)(C)C1` gave human PMI inhibition 1%, human PMI inhibitors 3%, XIAP antagonists -7.7%, SIAH1 antagonists -5%, Myeloid diff 2 inactive, TNAP activation fold 1.7, WT yeast gro inh 70*, RSV CPE inhibition 1.7%, PhoP inhibition -8%, WT yeast gro inh mutant strain 65* and Myeloid diff 2 GFP+ MAC1+ % 0.2.
Screening Cc1csc(Nc2ccc(C(=O)O)cc2)n1 returned SIAH1 antagonists 13%, Myeloid diff 2 inactive, RSV CPE inhibition 0.3%, PhoP inhibition -11% and Myeloid diff 2 GFP+ MAC1+ % 0.3.
`Cc1ccc(N(C)S(=O)(=O)c2nnc(NC(=O)c3ccco3)s2)cc1` gave SIAH1 antagonists 0%, Myeloid diff 2 inactive, RSV CPE inhibition 6.6%, PhoP inhibition -6% and Myeloid diff 2 GFP+ MAC1+ % 2.6.
O=C(Nc1ccc2c(c1)OCO2)C1CC(c2c(F)cccc2Cl)=NO1 (stereo unspecified) was read as human PMI inhibition -12%, human PMI inhibitors -13%, XIAP antagonists -1.5%, SIAH1 antagonists 0%, Myeloid diff 2 inactive, TNAP activation fold 1.1, WT yeast gro inh 13, RSV CPE inhibition 2.1%, PhoP inhibition 5%, WT yeast gro inh mutant strain 6 and Myeloid diff 2 GFP+ MAC1+ % 1.0.
`CCOc1ccc(-c2nnc(-c3ccco3)o2)cc1` gave human PMI inhibition 16%, human PMI inhibitors 13%, XIAP antagonists -7.3%, SIAH1 antagonists 5%, Myeloid diff 2 inactive, TNAP activation fold 1.1, WT yeast gro inh -4, RSV CPE inhibition 6.2%, PhoP inhibition 3%, WT yeast gro inh mutant strain -6 and Myeloid diff 2 GFP+ MAC1+ % 5.2.
Cc1cc(C)cc(OCC(=O)Nc2nc(-c3cccnc3)cs2)c1 was read as SIAH1 antagonists -3%, Myeloid diff 2 inactive, RSV CPE inhibition 2.0%, PhoP inhibition -5% and Myeloid diff 2 GFP+ MAC1+ % 0.5.
Screening O=C(Oc1ccc(Cl)cc1)N1CCOCC1 returned SIAH1 antagonists -2%, Myeloid diff 2 inactive, RSV CPE inhibition -0.4%, PhoP inhibition 1% and Myeloid diff 2 GFP+ MAC1+ % 0.6.
`Clc1ccc(-c2nn3c(-c4cccc(Cl)c4)nnc3s2)cc1` gave human PMI inhibition -7%, human PMI inhibitors -8%, XIAP antagonists -4.7%, SIAH1 antagonists 0% and TNAP activation fold 1.1.
Screening COCCN1C(=O)N(c2cccc(C)c2)C(=O)C1CC(=O)Nc1cc(OC)cc(OC)c1 (stereo unspecified) returned SIAH1 antagonists 0%, Myeloid diff 2 inactive, RSV CPE inhibition 1.9%, PhoP inhibition -1% and Myeloid diff 2 GFP+ MAC1+ % 0.2.
Screening COc1ccc(C(=O)Nc2cccc(-c3nc4ncccc4o3)c2C)cc1 returned human PMI inhibition 8%, human PMI inhibitors 8%, XIAP antagonists -3.6%, SIAH1 antagonists -3%, Myeloid diff 2 inactive, TNAP activation fold 1.1, WT yeast gro inh -5, RSV CPE inhibition 5.0%, PhoP inhibition 2%, WT yeast gro inh mutant strain -8 and Myeloid diff 2 GFP+ MAC1+ % 0.7.
Screening CN1/C(=C\C(=O)C[n+]2cccc(Br)c2)C(C)(C)c2ccccc21 returned human PMI inhibition 2%, human PMI inhibitors 15%, XIAP antagonists -9.3%, SIAH1 antagonists 15%, Myeloid diff 2 active, TNAP activation fold 1.1, WT yeast gro inh 16, RSV CPE inhibition 2.6%, PhoP inhibition 1%, WT yeast gro inh mutant strain -3 and Myeloid diff 2 GFP+ MAC1+ % 2.2*.
For CCC(CC)NCCOC(=O)c1ccc([N+](=O)[O-])cc1 the results were SIAH1 antagonists 4%, Myeloid diff 2 inactive, RSV CPE inhibition 1.0%, PhoP inhibition 6% and Myeloid diff 2 GFP+ MAC1+ % 0.1.
Screening O=C1CN(C(=O)/C=C/c2ccccc2)CCN1 returned SIAH1 antagonists 4%, Myeloid diff 2 inactive, RSV CPE inhibition 0.1%, PhoP inhibition 13% and Myeloid diff 2 GFP+ MAC1+ % 0.7.
`C/C(=N/OCc1ccc(Br)cc1)c1ccccn1` gave human PMI inhibition 7%, human PMI inhibitors 1%, XIAP antagonists -0.8%, SIAH1 antagonists 4%, Myeloid diff 2 inactive, TNAP activation fold 1.1, WT yeast gro inh 27, RSV CPE inhibition 2.1%, PhoP inhibition -8%, WT yeast gro inh mutant strain 28 and Myeloid diff 2 GFP+ MAC1+ % 0.0.

Screening data: PubChem BioAssay, several laboratories
